# Plk1 PBD FP – blocks phosphopeptide binding to human Plk1 polo box domain; AID 693; 97,000 compounds, 0.13% hits; inhibition, %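 (tested at about 20 µM)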; P53350; Plk1 PBD phosphopeptide binding, fluorescence polarization; in the data active means inhibition above about 34%, passing the limit was not always enough
# PLAP act – activates human placental alkaline phosphatase. 96,000 compounds, 1.2% hits. purified PLAP enzyme, luminescent substrate read-out; active compounds read high. activation fold at 20 µM. P05187; in the data active means activation fold above about 2
# CYP2C19 inhib – blocks human cytochrome P450 2C19. P33261. inhibition, % at 5 µM. 96,000 compounds, 21% hits. CYP2C19 Supersomes, luciferin-H EGE luminescence, 30 min. AID 778;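 active means CYP2C19 inhibition above a set limit at 5 µM in the primary screen, cut at about 50% in these data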;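 further: plate controls were negative control wells for no effect and 2.5 mM tranylcypromine positive control for full effect; values of inactives mirror those of a sister screen read the other way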
# PLK1 kinase inh – inhibitors of human PLK1 kinase | recombinant PLK1 kinase, TR-FRET peptide phosphorylation | 97,000 compounds, 0.53% hits | inhibition, % at 10 µM | P53350;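 active means inhibition of 50% or more in the single-concentration screen; inactive means inhibition below 50%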;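 further: 0% = DMSO max control and 100% = H-89 dihydrochloride min control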
# EphB4 antag – EphB4-ephrin-B2 interaction antagonism. P54760. 97,000 compounds, 0.15% hits. inhibition, % at 7 µM. AID 720. EphB4 LBD / TNYL-RAW-Alexa532 peptide, fluorescence polarization;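 active means inhibition above the screen-wide mean inhibition plus 3 SD, cut at about 15% in these data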;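 further: 0% = DMSO wells and 100% = excess unlabeled TNYL-RAW peptide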
# Target sequence (P54760 whole entry, looked up, the tested form may be a part): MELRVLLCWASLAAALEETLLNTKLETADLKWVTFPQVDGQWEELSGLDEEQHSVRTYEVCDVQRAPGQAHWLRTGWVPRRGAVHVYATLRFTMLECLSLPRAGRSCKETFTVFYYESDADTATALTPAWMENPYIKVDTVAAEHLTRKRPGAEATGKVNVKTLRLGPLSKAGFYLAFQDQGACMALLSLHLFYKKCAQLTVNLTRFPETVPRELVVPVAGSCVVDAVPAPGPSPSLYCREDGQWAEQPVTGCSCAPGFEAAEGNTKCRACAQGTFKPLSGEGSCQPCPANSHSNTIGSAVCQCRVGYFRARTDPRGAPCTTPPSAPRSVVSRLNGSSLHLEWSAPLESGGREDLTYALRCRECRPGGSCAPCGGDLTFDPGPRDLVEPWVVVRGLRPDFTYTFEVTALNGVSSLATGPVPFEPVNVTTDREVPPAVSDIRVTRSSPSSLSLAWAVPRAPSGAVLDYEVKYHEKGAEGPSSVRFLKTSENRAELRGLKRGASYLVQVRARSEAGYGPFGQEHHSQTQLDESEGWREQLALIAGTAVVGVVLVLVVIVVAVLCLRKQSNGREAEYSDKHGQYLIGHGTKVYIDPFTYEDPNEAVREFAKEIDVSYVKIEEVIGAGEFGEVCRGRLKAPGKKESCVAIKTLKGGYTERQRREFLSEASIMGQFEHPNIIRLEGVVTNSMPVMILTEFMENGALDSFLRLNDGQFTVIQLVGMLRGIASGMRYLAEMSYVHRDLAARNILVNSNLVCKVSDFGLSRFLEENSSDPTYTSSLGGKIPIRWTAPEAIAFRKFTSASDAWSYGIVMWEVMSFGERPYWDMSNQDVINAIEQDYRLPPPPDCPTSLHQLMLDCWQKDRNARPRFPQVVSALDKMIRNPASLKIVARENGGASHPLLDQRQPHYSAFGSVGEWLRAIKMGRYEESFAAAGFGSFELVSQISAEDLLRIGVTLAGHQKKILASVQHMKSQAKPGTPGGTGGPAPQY
# CYP2C19 act – increases human CYP2C19 enzyme activity; P33261; recombinant CYP2C19, luciferin-H EGE luminescence; active compounds read high; 0 = fully inhibited enzyme, 1 = untreated enzyme; activation factor at 5 µM; 96,000 tested, under 10 active; AID 1025;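 active means activation factor of at least 2 at 5 µM in the primary screen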;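 further: 0 = wells with 2.5 mM tranylcypromine and 1 = vehicle-only wells; values of inactives mirror those of a sister screen read the other way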
# CYP2C9 inhib – human CYP2C9 inhibition; CYP2C9 Supersomes, luciferin-H conversion, luminescence; inhibition, % at 5 µM; 96,000 compounds, 20% hits; AID 777;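 active means blocking of liver enzyme CYP2C9 beyond about 50% at 5 µM, limit read from the data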; further: values of inactives mirror those of a sister screen read the other way
# CYP2C9 activ – CYP2C9 (human) activation; recombinant CYP2C9, luciferin-H conversion, luminescence; active compounds read high; factor 1 = untreated enzyme, 0 = blocked; activation factor at 5 µM; 96,000 compounds, 1.4% hits; AID 1024;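 active means activation factor of 2 or more for CYP2C9 at a 5 µM dose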;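 further: 0 = sulfaphenazole-blocked wells and 1 = vehicle-only wells; values of inactives mirror those of a sister screen read the other way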
# Rev-RRE block – disrupts HIV-1 Rev binding to RRE RNA; 97,000 compounds, 0.79% hits; Rev peptide-RRE RNA binding, FRET; P05866; inhibition, % at 8 µM;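 active means inhibition above the screen-wide mean plus 3 SD, cut at about 35% in these data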;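 further: 0% = median DMSO wells and 100% = median Neomycin B control wells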
#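 Material: labelled RRE RNA duplex and labelled Rev peptide / Buffer or medium: HEPES pH 7.5 salt buffer with EDTA / Compound dosing: single point, 8 µM final nominal compound concentration / Benchmarks: DMSO low control, neomycin B high control / Timing: 5 min preincubation and 15 min binding, 25 °C / Technique: FRET fluorescence readout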
# Numbers without * were called inactive; nt = not tested or not shown; [ ] = remark or other dose.
SMILES,Plk1 PBD FP,PLAP act,CYP2C19 inhib,PLK1 kinase inh,EphB4 antag,CYP2C19 act,CYP2C9 inhib,CYP2C9 activ,Rev-RRE block
O=C(Oc1c(Cl)cc(Cl)c2cccnc12)N1CCOCC1,-23,1,-1,-6,0,1,-11,1.1,4
COC(=O)C1CCN(C(=O)c2cc(OC)c(OC)c(OC)c2)CC1,-16,1.2,42,-13,0,0.6,-15,1.1,-5
COc1cc(OC)c(C2C(C#N)=C(N)Oc3cc(C)n(CCCN4CCOCC4)c(=O)c32)cc1OC (stereo unspecified),1,1,7,-7,-6,0.9,-2,1,1
Cc1ccc2nc3ccc(N4CCCCCCC4)nn3c(=O)c2c1,-22,1,64*,-4,-5,0.4,70*,0.3,11
Cc1c(Cl)cccc1-n1c(SCC(=O)NCc2ccccc2Cl)nnc1-c1ccncc1,20,1.4,94*,-7,4,0.1,81*,0.2,15
COC(=O)C(C)N(c1ccc(C)cc1)S(=O)(=O)c1c(C)[nH]c(=O)[nH]c1=O (stereo unspecified),18,1.1,-11,0,1,1.1,15,0.8,9
CC(Cc1cccs1)NC(=O)Nc1ccc(Cl)c(Cl)c1 (stereo unspecified),-13,0.8,73*,1,0,0.3,69*,0.3,7
Cc1ccc2cccc(NC(=O)c3ccc(Br)o3)c2n1,-12,1.1,-8,11,-4,1.1,-46,1.5,9
c1ccc(COc2ccc(OCCCN3CCCCC3)cc2)cc1,5,1.5,-1,-5,-4,1,2,1,4
CCC(=O)Nc1ccc(NC(=O)c2cc3ccccc3o2)cc1,13,0.7,18,-10,-8,0.8,36,0.6,3
Cc1occc1-c1nnc(SCC(=O)NCCc2ccccc2)n1Cc1ccccc1,-6,1.7,32,-4,-3,0.7,55*,0.5,1
O=C(COc1ccccc1)Nc1nc(-c2ccc(S(=O)(=O)N3CCOCC3)cc2)cs1,-6,1.3,24,-7,6,0.8,78*,0.2,0
CCCOC(=S)NC(=O)c1sc2ccccc2c1Cl,15,0.9,10,-14,4,0.9,68*,0.3,4
CCOC(=O)c1ccccc1NC(=O)COC(=O)C1=COCCO1,15,1,15,-4,2,0.9,68*,0.3,3
Cc1cc(NC(=O)Cn2cc(C(F)(F)F)cc(Cl)c2=O)no1,9,nt,nt,-12,3,nt,nt,nt,9
CC(=O)Nc1nnc(SCC(=O)NCC2CCCO2)s1 (stereo unspecified),nt,1.1,-4,nt,nt,1,-10,1.1,nt
Cc1ccc(C(=O)CNc2ccc(Br)cc2)cc1,16,0.8,75*,-15,1,0.2,31,0.7,6
O=C(NC1CCCC1)C(c1ccc(Cl)cc1)N1CCc2ccccc21 (stereo unspecified),5,0.9,-14,-17,-6,1.1,13,0.9,5
NC(=O)c1c(-c2cccs2)csc1N,-24,0.8,-9,29,11,1.1,6,0.9,14
Cc1[nH]c(=O)cc2ccccc12,-8,1,5,-10,-5,1,-12,1.1,-1
CS(=O)(=O)N1CCN(c2ccc(NC(=O)C(c3ccccc3)c3ccccc3)cc2)CC1,2,nt,nt,-7,2,nt,nt,nt,4
CCOC(=O)C1CCCN(Cc2cc(Br)c(OC)cc2OC)C1 (stereo unspecified),-36,1.6,84*,0,-3,0.2,5,1,-8
CCCCCCN=CC1=C(O)CC(C)(C)CC1=O,-4,1.2,21,-7,2,0.8,18,0.8,4
CCCCCCc1cc2cc(-c3nnc(-c4cc(OC)c(OC)c(OC)c4)o3)c(=O)oc2cc1O,-149,nt,nt,-11,-2,nt,nt,nt,135*[fluorescence artefact?]
CCSc1nnc(CCNC(=O)OC(C)(C)C)o1,-7,1,-11,2,-12,1.1,12,0.9,-1
Cc1nnsc1-c1nc2ccccc2[nH]1,-18,1,-2,-10,-10,1,-1,1,1
COc1ccccc1-c1cc(C(=O)N2CCCCC2)no1,-10,1.3,53*,-9,3,0.5,-16,1.2,6
c1ccc(COc2ccc(CN3CCN(c4ccccn4)CC3)cc2)cc1,-3,1.6,38,-12,-1,0.6,59*,0.4,4
O=CN(CCN(C=O)CN1CCCCC1)CN1CCCCC1,nt,0.9,-4,nt,nt,1,-2,1,nt
Cc1ccc(-n2ncc3c(=O)[nH]c(SCC(=O)N4CCOCC4)nc32)cc1,18,1,11,2,2,0.9,20,0.8,6
CC(=O)Nc1ccc(-c2nnn(CC(=O)c3ccccc3)n2)cc1Cl,3,0.9,8,-9,2,0.9,26,0.7,6
CCOc1ccccc1NC(=O)N1C2CCCC1CC(NC(=O)C1CC1)C2 (stereo unspecified),-20,nt,nt,3,0,nt,nt,nt,5
Cc1ccc(CNC(=O)Nc2ccccc2)cc1,11,0.8,92*,6,-3,0.1,32,0.7,2
COC(=O)C1CN(S(=O)(=O)c2ccc(C)cc2)CCN1S(=O)(=O)c1ccc(C)cc1 (stereo unspecified),-6,1.2,9,-1,-2,0.9,-13,1.1,5
O=C(O)CSc1nnc(Cn2cnc3ccccc32)n1CCc1ccccc1,1,1.5,-2,0,1,1,13,0.9,6
Cc1ccc(-c2nn(C)c(=O)c3ccccc23)cc1CNS(C)(=O)=O,-22,1.2,6,-8,1,0.9,-135,2.3*,4
COc1ccc(NC(=O)N(CCO)Cc2cc3c(C)cc(C)cc3[nH]c2=O)cc1,-11,1.5,3,-10,-2,1,1,1,2
O=C(O)CCn1c(C2CCCCC2)nc2ccccc21,nt,1.1,-13,nt,nt,1.1,-5,1,nt
O=C(/C(=N\O)n1cncn1)c1ccc(Br)cc1Br,nt,1.1,34,nt,nt,0.7,35,0.7,nt
CCOc1cc(C2/C(=C(/O)c3ccc(OC(C)C)cc3)C(=O)C(=O)N2CCCOC)ccc1O (stereo unspecified),-8,0.9,30,-10,-4,0.7,6,0.9,-1
O=C1c2ccccc2C(O)(c2ncc[nH]2)N1C1CCCCC1 (stereo unspecified),-2,1,-6,-2,-3,1.1,-9,1.1,5
O=C(O)CN1C(=O)C2(OCCCO2)c2ccccc21,16,1,-5,-11,1,1.1,1,1,6
O=C(CSc1ccc2c(c1)OCCO2)Nc1ccc(Cl)cn1,-15,0.8,71*,1,0,0.3,26,0.7,-1
CCOC(=O)c1c(NC(=O)CC2Nc3cc(C)c(C)cc3NC2=O)sc(C)c1C (stereo unspecified),-1,1.2,44,-8,-9,0.6,69*,0.3,12
COC(=O)/C(C#N)=C1/SC=C(C)N1c1ccccc1,-11,1.1,2,-5,1,1,-16,1.2,8

# Single records (already shown):
# Listed for O=C1c2ccccc2C(O)(c2ncc[nH]2)N1C1CCCCC1 (stereo unspecified) → Plk1 PBD FP = -2; PLAP act = 1; CYP2C19 inhib = -6; PLK1 kinase inh = -2; EphB4 antag = -3; CYP2C19 act = 1.1; CYP2C9 inhib = -9; CYP2C9 activ = 1.1; Rev-RRE block = 5
# Listed for COc1ccc(NC(=O)N(CCO)Cc2cc3c(C)cc(C)cc3[nH]c2=O)cc1 → Plk1 PBD FP = -11; PLAP act = 1.5; CYP2C19 inhib = 3; PLK1 kinase inh = -10; EphB4 antag = -2; CYP2C19 act = 1; CYP2C9 inhib = 1; CYP2C9 activ = 1; Rev-RRE block = 2
# Listed for CCOc1ccccc1NC(=O)N1C2CCCC1CC(NC(=O)C1CC1)C2 (stereo unspecified) → Plk1 PBD FP = -20; PLAP act = nt; CYP2C19 inhib = nt; PLK1 kinase inh = 3; EphB4 antag = 0; CYP2C19 act = nt; CYP2C9 inhib = nt; CYP2C9 activ = nt; Rev-RRE block = 5

# Carrying on.
SMILES,Plk1 PBD FP,PLAP act,CYP2C19 inhib,PLK1 kinase inh,EphB4 antag,CYP2C19 act,CYP2C9 inhib,CYP2C9 activ,Rev-RRE block
COc1ccc(NC(=O)CN(C)S(=O)(=O)c2ccccc2)c([N+](=O)[O-])c1,-7,0.8,16,-10,4,0.8,26,0.7,5
O=C(CN1C(=O)C2C3C=CC(C3)C2C1=O)Nc1nc(-c2ccccn2)cs1 (stereo unspecified),10,2.3*,-13,-1,-3,1.1,-9,1.1,4
O=C1/C(=C/c2cccc3ccccc23)CCCc2ccccc21,-19,nt,nt,-13,0,nt,nt,nt,21
O=C(CSc1nnc(-c2ccncc2)n1-c1ccc(F)cc1)NC(=O)NCc1ccco1,9,nt,nt,-8,2,nt,nt,nt,-2
COc1ccc(C)cc1-n1nnnc1SCC(=O)NC(=O)NCc1ccco1,14,0.9,34,-6,3,0.7,-10,1.1,4
COc1ccc(OC)c(-c2cc(C(=O)Nc3c(C)nn(Cc4ccccc4C)c3C)no2)c1,12,0.9,20,-13,1,0.8,-9,1.1,0
Nc1ccc(CCc2nc3ccccc3o2)cc1,11,1,96*,-6,2,0,76*,0.2,4
COc1cc(C(=O)Nc2nc3ccc(S(=O)(=O)N4CCOCC4)cc3s2)cc(OC)c1OC,-11,1.2,54*,-9,-1,0.5,79*,0.2,3
N#CCSc1nc2cc(C(=O)N3CCCC3)ccc2c(=O)n1Cc1ccccc1,0,1.1,21,-9,0,0.8,22,0.8,7
CCN(c1ccccc1)S(=O)(=O)c1cnc[nH]1,nt,1,98*,nt,nt,0,100*,0,nt
COc1ccccc1/C=C1\S/C(=N/NC(=O)c2cccc(Br)c2)NC1=O,34,1.2,5,-11,-3,0.9,3,1,9
CCCc1nc2sc3c(c2c(=O)n1N)CCC3,1,0.8,74*,-2,1,0.3,-6,1.1,-3
c1ccc(-n2ncc3c(NCCN4CCCCC4)ncnc32)cc1,7,1.7,18,13,-3,0.8,14,0.9,-2
COc1ccc2c(c1OC)C(=O)N(c1ccccn1)C2,-1,0.9,0,-2,-5,1,0,1,-1
COC(=O)c1cc2ccsc2n1Cc1nc(-c2ccc(Cl)cc2)oc1C,-5,0.8,55*,3,-2,0.5,89*,0.1,12
NC(=O)c1ccc(-n2nnnc2Oc2ccccc2C(=O)N2CCOCC2)cc1,4,1,-15,0,13,1.1,2,1,7
CC(C)(C)c1ccc(OCCn2ccccc2=O)cc1,-20,1.7,70*,-4,5,0.3,40,0.6,5
Cc1ccc(NC(=O)Cn2cccc2)c(C)c1,-4,1.2,71*,-14,1,0.3,0,1,1
CC(=O)N1CN(Cc2ccccn2)Cc2c1sc1c2CCCC1,-6,1.5,27,-11,2,0.7,14,0.9,0
O=C(Nc1ccccc1)C1=C(N2CCOCC2)/C(=C/c2cccnc2)CC1,7,0.8,87*,2,0,0.1,67*,0.3,6
CCCn1cc(S(=O)(=O)CC(=O)Nc2ccc(OC)cc2OC)c2ccccc21,8,nt,nt,-8,4,nt,nt,nt,14
Nn1c(SCc2ccccc2)nnc1-c1ccco1,-15,1,13,-1,5,0.9,-11,1.1,9
COC(=O)C1C(=O)/C(=C(/C)N2CCCC2)C(=O)CC1(C)C (stereo unspecified),-6,0.9,3,-12,11,1,10,0.9,8
Cc1cc(O)c2c(-c3ccccc3)cc(=O)oc2c1,0,0.7,52*,-12,1,0.5,76*,0.2,12

# Compound activity as filed in PubChem BioAssay.
